MCF10A rerep – A quantitative high throughput screen for small molecules that induce DNA re-replication in MCF 10a normal breast cells; MCF 10A DNA re-replication, Hoechst nuclear intensity, 48 h; Potency, µM (highest dose often 46.1 µM), for the others: top-dose activity, positive = re-replication, most hits filed as activators; actives 2.9% (n = 350,000); also: potency is read from the fitted curve at half-maximal effect; % of control where 0% means no effect; nearly all actives have a fitted effect of over 50% in size
HEK293 tox – qHTS of GLP-1 Receptor Inverse Agonists: Cytotox Screen. HEK293 cAMP-luciferase reporter cells, luminescence, 24 h. Potency, µM (highest dose often 38.3 µM), for inactives: at the highest dose activity change, negative = inhibition, usual class: inhibitors. actives 0.13% (n = 410,000);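 also: loss of luciferase light is scored as toxicity; potency is read from the fitted curve at half-maximal effect; % is scaled to controls: 0 for no effect and ±100 for the full control effect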
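Luminescence readout: signal drop marks cytotoxicity. Plated cells grew 12 h at 37 °C, 5% CO2, received 23 nL compound for 24 h, then got luciferase reagent, read after 12 min at RT.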
HT1080 IDH1KD tx – qHTS for induction of synthetic lethality in tumor cells producing 2HG: qHTS for the HT-1080-IDH1KD cell line. AID 686971, 2013. actives 2% (n = 360,000). Potency, µM (titrated, usually from 46.1 µM), for inactives: at the top dose activity, negative = toxicity, hits mostly cytotoxic. HT-1080 IDH1 knockdown viability, ATP luminescence, 48 h;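 also: potency is read from the fitted curve at half-maximal effect; 0% = DMSO wells and -100% = cell-free medium wells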
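HT-1080-IDH1KD cells (IDH1 knocked down), 750/well in RPMI with 5% FBS, treated with compound 48 h at 37 degrees C. Viability by CellTiter-Glo luminescence, normalised to DMSO and no-cell wells; concentration-response curves classed.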
KB-3-1 cytotox – qHTS assay for MDR1-selective chemotherapeutics: Primary screen using the parental adenocarcinoma cell KB-3-1. KB-3-1 viability, CellTiter-Glo ATP luminescence, 72 h. Potency, µM (doses to about 46.1 µM), inactives show at the top dose activity change, negative = cytotoxic, usual class: cytotoxic. actives 1.4% (n = 400,000); also: potency is read from the fitted curve at half-maximal effect; % is scaled to controls: 0 for no effect and ±100 for the full control effect; nearly all actives have a fitted effect of over 60% in size
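Using CellTiter-Glo luminescence, growth of non-resistant KB-3-1 adenocarcinoma cells is assessed 72 h after pin-tool compound addition at 37 °C. Normalized responses across the concentration series yield fitted curves.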
HT1080NT lethal – qHTS for induction of synthetic lethality in tumor cells producing 2HG: qHTS for the HT-1080-NT fibrosarcoma cell line. HT-1080-NT fibrosarcoma viability, CellTiter-Glo ATP luminescence, 48 h. Potency, µM (titrated, usually from 46.1 µM), for the others: top-dose activity, negative = less viability, usual class: cytotoxic. actives 1.6% (n = 360,000). AID 686970, 2013;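 also: NT is the 2HG producing partner of a matched IDH1 knockdown line; potency is read from the fitted curve at half-maximal effect; 0% = DMSO-treated cells and -100% = media-only wells without cells; nearly all actives have a fitted effect of over 55% in size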
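Toxicity toward the 2HG-producing NT line was scored as %Activity, normalised to DMSO and no-cell wells, from CellTiter-Glo luminescence after 48 hours' treatment.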
IL-1B inflam inh – qHTS for Inhibitors of Inflammasome Signaling: IL-1-beta AlphaLISA Primary Screen; actives 4.7% (n = 360,000); activity change, % at 57.5 µM; THP-1 LPS/ATP IL-1B secretion, AlphaLISA, 16 h; hits give low values; in the data active = activity change below about -50%; inconclusive = mostly about -30% to -49%; also: % is scaled to controls: 0 for no effect and ±100 for the full control effect
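THP-1 cells pretreated 1 hr with compounds (up to 57.5 uM final), then stimulated with LPS (250 ng/mL final) plus ATP (1.25 mM final); secreted IL-1B measured by AlphaLISA after 16 hr, decreased signal indicating inhibition.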
D3 ag – qHTS of D3 Dopamine Receptor Agonist: qHTS | actives 0.58% (n = 410,000) | AID 652048, 2013 | D(3) dopamine receptor (Homo sapiens), P35462 | D3R DiscoveRx beta-arrestin cells, luminescence, 90 min | max activation, %; in the data active = max activation above about 30%; also: 0% is about no effect; mostly tested at two doses, the higher about 12 µM
Target sequence (P35462 whole entry, looked up): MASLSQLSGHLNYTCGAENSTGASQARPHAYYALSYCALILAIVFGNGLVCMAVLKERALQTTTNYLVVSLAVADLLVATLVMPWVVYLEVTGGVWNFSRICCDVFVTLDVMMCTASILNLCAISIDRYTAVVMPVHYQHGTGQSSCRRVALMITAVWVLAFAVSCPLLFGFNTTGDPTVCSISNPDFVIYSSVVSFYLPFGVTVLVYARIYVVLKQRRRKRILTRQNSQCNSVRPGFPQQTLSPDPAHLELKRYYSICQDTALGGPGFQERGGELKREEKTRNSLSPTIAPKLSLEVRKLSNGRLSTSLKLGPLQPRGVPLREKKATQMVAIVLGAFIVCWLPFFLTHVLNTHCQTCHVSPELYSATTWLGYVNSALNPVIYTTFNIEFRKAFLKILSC
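Agonist mode: compounds and dopamine controls were applied to plated cells for 90 min at 37 degrees C after an overnight attachment at 1500 cells/well. Luminescent read-out followed 30 - 60 minutes at room temperature with DiscoveRx detection reagent.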
KB-V1 MDR tox – qHTS assay for MDR1-selective chemotherapeutics: Primary screen using the drug-selected MDR subline cells KB-V1. actives 3.4% (n = 400,000). KB-V1 MDR cells viability, CellTiter-Glo, 72 h. Potency, µM (highest dose often 46.1 µM), without a hit: at the highest dose activity change, negative = cytotoxicity, hits mostly cytotoxic; also: potency is read from the fitted curve at half-maximal effect; % is scaled to controls: 0 for no effect and ±100 for the full control effect; nearly all actives have a fitted effect of over 60% in size
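In this primary screen, KB-V1 cells overexpressing P-gp are incubated with library compounds (lowest to highest concentration) for 72 h at 37 degrees C before a luminescent ATP viability read.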
SW480 rereplic – A quantitative high throughput screen for small molecules that induce DNA re-replication in SW480 colon adenocarcinoma cells. AID 624297, 2012. actives 1.8% (n = 340,000). Potency, µM (titrated, usually from 46.1 µM), inactives show at the highest dose re-replication activation, most hits filed as activators. SW480 DNA re-replication, Hoechst DNA content imaging, 48 h; also: potency is read from the fitted curve at half-maximal effect; % of control where 0% means no effect; nearly all actives have a fitted effect of over 55% in size
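Image-based DNA-content assay: after two days of treatment, nuclei were labelled with the DNA dye Hoechst and imaged, and hits were compounds raising the count of nuclei showing high fluorescence intensity.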
The depositor's hits bear a star; ? = inconclusive; . = not tested or not shown; [ ] = remark or other dose. Unless noted, calls follow the shape of the dose curve; as a rule, active = well fitted curve in the direction sought with a large enough effect; inconclusive = small, poorly fitted or top-dose-only effect, or another doubt; inactive = no such curve, though single readings can be large; an effect the other way counts as inactive or inconclusive.

SMILES	MCF10A rerep	HEK293 tox	HT1080 IDH1KD tx	KB-3-1 cytotox	HT1080NT lethal	IL-1B inflam inh	D3 ag	KB-V1 MDR tox	SW480 rereplic
CC(=O)c1c(C)nc(-c2ccccc2)nc1NC(=O)Cc1ccccc1	2%	14%	0%	-24%	-1%	-9	-7	?	9%
COC(=O)c1[nH]c2ccc(C)cc2c1NC(=O)c1ccccc1[N+](=O)[O-]	?	-1%	7%	17%	4%	2	6	16µM*	-5%
COCCn1c(SCC(=O)Nc2nc3ccccc3s2)nnc1-c1ccoc1C	8%	-1%	6%	4%	17%	16	-3	-17%	3%
COc1ccc(-c2c(C)nn3c(C(F)(F)F)cc(-c4ccc(Br)cc4)nc23)cc1	.	0%	.	12%	.	.	7	6%	.
CCCN(CC(=O)Nc1ccccc1C)C(=O)C1CCCN(C(=O)c2ccc(Cl)cc2)C1 (stereo not drawn)	2%	2%	0%	2%	8%	17	1	2%	2%
Cc1ccc(Cc2c(-c3ccc(C#N)cc3)nc3ccc(Cl)cn23)cc1	.	1%	4%	0%	15%	-10	3	5%	.
COc1ccc(OC)c(-c2csc(CCn3nc(C)cc3C)n2)c1	-8%	1%	1%	12%	-2%	-9	3	-5%	14%
Cc1ccc2nc(-c3cc(NC(=O)c4ccc5c(c4)OCCO5)ccc3Cl)oc2c1	.	8%	.	0%	.	.	-14	?	.
Cc1ccc(C)c(Nc2ccc(C(=O)NCCc3ccccc3)cn2)c1	-3%	-13%	17%	-3%	19%	-4	1	-6%	-2%
CC1CC(C)CN(S(=O)(=O)c2ccc(Cl)cc2)C1 (stereo not drawn)	1%	11%	-10%	-1%	-19%	7	-6	?	-3%
CCCCN1CC(c2nc3ccccc3n2CCCCOc2cc(C)ccc2C)CC1=O (stereo not drawn)	.	0%	.	-1%	.	.	-10	-19%	.
CC(C)(C)c1nc(SCC(=O)NC2CCCC2)c2ccccc2n1	-6%	-3%	-17%	-8%	-14%	-62*	-8	-15%	-9%
COc1ccc(Cn2c(-c3ccccc3)nc3c(c(=O)c4ccccc4n3C)c2=O)cc1	-4%	-5%	9%	-7%	5%	6	1	-7%	1%
O=S(=O)(c1cccc2nonc12)N1CCN(c2ccc(F)cc2)CC1	?	0%	0%	22%	-6%	-25	-10	-26%	?
COc1cccc(Nc2ncnc3c2cnn3-c2cccc(C)c2)c1	?	2%	-15%	2%	-2%	?	-15	21µM*	1%
CCOC(=O)N1CCC(NC(=O)c2ccc(CO)c(C(=O)NC3CCN(C(=O)OCC)CC3)c2)CC1	0%	7%	20%	-2%	11%	12	-1	?	-3%
CCOC(=O)c1cc(S(=O)(=O)NCc2ccc(Cl)cc2)[nH]n1	.	7%	.	-9%	.	.	3	6%	.
CCCn1c(C2CCCN2c2nc(-c3ccc(C)cc3)cs2)nc2cc(Cl)c(N3CCCCC3)cc21 (stereo not drawn)	3%	-11%	1%	0%	9%	16	-35	4%	8%
CCOC(=O)c1sc(NNC(=O)c2ccc(C)cc2)nc1C	26µM*	-15%	-23%	-9%	-10%	-5	9	-26%	-11%
Cc1ccccc1NC(=O)C1Cc2ccccc2CN1C(=O)OCc1ccccc1 (stereo not drawn)	4%	-16%	-2%	?	-2%	-5	-1	?	2%
Cc1c(N2C(=O)c3cccc4cccc(c34)C2=O)c(=O)n(-c2ccccc2)n1C	-5%	-3%	7%	-1%	10%	3	-6	7%	-8%
COc1ccc(C(=O)Nc2ccc(C)cc2C(=O)c2ccccc2)c(OC)c1	?	27%	-8%	1%	0%	0	-1	4%	15%
CC(=O)c1ccc(NC(=O)CN2C(=O)/C(=C/C(C)=C/c3ccccc3)SC2=S)cc1	-8%	-6%	1%	2%	3%	5	3	-24%	?
CN(CC(=O)Nc1cc(Cl)ccc1-n1cncn1)Cc1ccccc1N1CCOCC1	.	1%	-2%	0%	-15%	3	-4	?	.
O=C(N/N=C/c1ccc2c(c1)OCO2)c1cc(-c2ccncc2)nc2ccccc12	5.8µM*	-33%	2.6µM*	5.8µM*	?	26	-2	0%	16µM*

Only HEK293 tox, KB-V1 MDR tox and KB-3-1 cytotox, for some of the entries so far:
mol	HEK293 tox	KB-V1 MDR tox	KB-3-1 cytotox
O=S(=O)(c1cccc2nonc12)N1CCN(c2ccc(F)cc2)CC1	0%	-26%	22%
COc1cccc(Nc2ncnc3c2cnn3-c2cccc(C)c2)c1	2%	21µM*	2%
CCOC(=O)N1CCC(NC(=O)c2ccc(CO)c(C(=O)NC3CCN(C(=O)OCC)CC3)c2)CC1	7%	?	-2%
CCOC(=O)c1cc(S(=O)(=O)NCc2ccc(Cl)cc2)[nH]n1	7%	6%	-9%

(list continues)
SMILES	MCF10A rerep	HEK293 tox	HT1080 IDH1KD tx	KB-3-1 cytotox	HT1080NT lethal	IL-1B inflam inh	D3 ag	KB-V1 MDR tox	SW480 rereplic
O=S1(=O)c2c(Oc3cccc4ccccc34)cccc2OC(COCc2ccccc2)CN1C1CCCC1 (stereo not drawn)	13%	7%	2%	2%	1%	22	-6	29%	3%
Cc1ccccc1NC(=O)CCN1CCN(Cc2ccccc2)CC1	2%	-6%	-4%	0%	-2%	19	-5	-4%	0%
Nc1nc(-c2ccccc2)c(CCCOc2ccc(NC(=O)CBr)cc2)c(=O)[nH]1	10%	10µM*	-13%	?	0%	?	5	5%	1%
CCOc1ccc(C(C(=O)NC2CCCC2)N(C(=O)c2snc(C(N)=O)c2N)c2cccc(O)c2)cc1 (stereo not drawn)	16%	-9%	-8%	-18%	-12%	-6	2	85%	16%
CC1(c2nnnn2Cc2ccccc2)CCC(=O)N1CCc1c[nH]c2ccccc12 (stereo not drawn)	.	5%	-14%	-12%	-9%	0	4	?	.
COc1ccc(CCNC(=O)CSc2ccccn2)cc1	-17%	-2%	-9%	-1%	-2%	-3	4	?	-4%
CCCOc1ccccc1NC(=O)Nc1ccccc1Cl	?	-1%	14%	5%	10%	15	-6	0%	2%
COc1ccc(CNC(=O)C2CCCN(S(=O)(=O)c3c(C)n[nH]c3C)C2)cc1 (stereo not drawn)	-9%	0%	16%	-6%	5%	4	6	-1%	5%
CCOC(=O)C1CCCN(S(=O)(=O)c2c(C)[nH]c(C)c2C(=O)N2CCCC2)C1 (stereo not drawn)	-1%	6%	?	-5%	22%	14	-2	-1%	?
CCCC(=O)Oc1c(S(=O)(=O)c2ccc(C)cc2)c(C)nn1C(C)(C)C	?	?	-30%	5%	?	23	4	8%	1%
O=c1c(NCCc2ccc(Cl)cc2)c(-c2ccccc2)c1=O	0%	3%	8%	9%	-2%	-11	-2	17%	3%
Cc1cnc(NC(=O)Cc2c[nH]c3ccccc23)s1	?	11%	?	-3%	-13%	-2	-8	23%	-5%
CCN(C(=O)COC(=O)c1ccccc1SCC(=O)NC1CCCCCCC1)C1CCS(=O)(=O)C1 (stereo not drawn)	3%	-6%	11%	-2%	-6%	21	3	-26%	-1%
C=CCn1c(SCc2cc(C(C)=O)ccc2OCC)nc2ccccc2c1=O	1µM*	0%[1.53 µM]	2.3µM*	1.2µM*	?	51	5	2.3µM*	1.8µM*
COc1cccc(C(=O)OCC(=O)N2CCc3ccccc32)c1OC	?	-10%	5%	3%	16%	4	-1	2%	?
O=C(NCCN1CCCC1)c1ccc2c(c1)N(Cc1ccccc1)C(=O)c1ccccc1S2(=O)=O	0%	-3%	-1%	2%	-26%	?	-10	30%	6%
CCCCNC(=O)COC(=O)c1ccc(NC(C)=O)cc1	0%	8%	26%	-1%	12%	1	-8	19%	-15%
COc1ccc(Nc2ncnc3c2cnn3Cc2ccccc2)cc1	0%	-3%	-18%	7%	?	-54*	-11	?	2%
C=CCNC(=O)/C(=C\c1cccc([N+](=O)[O-])c1)NC(=O)c1ccccc1	?	22%	17%	-18%	14%	12	3	-6%	-4%

Three compounds already listed, ordered by molar mass, low to high.
SMILES	MCF10A rerep	HEK293 tox	HT1080 IDH1KD tx	KB-3-1 cytotox	HT1080NT lethal	IL-1B inflam inh	D3 ag	KB-V1 MDR tox	SW480 rereplic
COc1ccc(C(=O)Nc2ccc(C)cc2C(=O)c2ccccc2)c(OC)c1	?	27%	-8%	1%	0%	0	-1	4%	15%
CCCC(=O)Oc1c(S(=O)(=O)c2ccc(C)cc2)c(C)nn1C(C)(C)C	?	?	-30%	5%	?	23	4	8%	1%
CCOc1ccc(C(C(=O)NC2CCCC2)N(C(=O)c2snc(C(N)=O)c2N)c2cccc(O)c2)cc1 (stereo not drawn)	16%	-9%	-8%	-18%	-12%	-6	2	85%	16%

Another view of part of the listing above:
> O=S1(=O)c2c(Oc3cccc4ccccc34)cccc2OC(COCc2ccccc2)CN1C1CCCC1 (stereo not drawn)
- MCF10A rerep: 13%
- HEK293 tox: 7%
- HT1080 IDH1KD tx: 2%
- KB-3-1 cytotox: 2%
- HT1080NT lethal: 1%
- IL-1B inflam inh: 22
- D3 ag: -6
- KB-V1 MDR tox: 29%
- SW480 rereplic: 3%
> COc1ccc(CNC(=O)C2CCCN(S(=O)(=O)c3c(C)n[nH]c3C)C2)cc1 (stereo not drawn)
- MCF10A rerep: -9%
- HEK293 tox: 0%
- HT1080 IDH1KD tx: 16%
- KB-3-1 cytotox: -6%
- HT1080NT lethal: 5%
- IL-1B inflam inh: 4
- D3 ag: 6
- KB-V1 MDR tox: -1%
- SW480 rereplic: 5%

Assay outcomes (PubChem)
